Screens (PubChem)
TNF necrop inh = inhibitors of TNF-alpha induced necroptosis in Jurkat FADD-/- cells; 220,000 compounds, 0.068% hits; activation (protection from cell death), % at 10 µM; Jurkat FADD-/- TNF necroptosis rescue, ATP luminescence, 24 h; 0 = TNF only, 100 = no-TNF cells;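 active means activation, meaning protection from cell death, of at least 50% relative to plate controls; inactive means activation below 50%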;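 further: necroptosis triggered by 40 ng/mL TNF-alpha added together with compound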
Tb hexokinase = blocks Trypanosoma brucei hexokinase 1 activity; recombinant TbHK1, G6PDH-coupled NADH A340; inhibition, % at 10 µM; 220,000 compounds, 0.11% hits; AID 1430;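 active means inhibition of 50% or more in the single-dose primary screen; inactive means inhibition below 50%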
Wee1 degr inh = inhibitors of human Wee1 degradation; P30291; HeLa Luc-Wee1K328M stability, luciferase luminescence; 100% = proteasome inhibitor MG132 effect; reporter increase, % at 5 µM; 220,000 compounds, 1.2% hits; AID 1321;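 active means activation above the mean of all tested compounds plus 3 SD, set per screening run, cut at about 8.8% in these data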;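 further: cells exposed to compound for 20 h before luminescence read; 0% = DMSO alone and 100% = MG132 at 30 µM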
PPC-1+TRAIL kill = kills PPC-1 cancer cells in the presence of TRAIL | cell killing (% activity), % at 4 µM | 220,000 compounds, 0.41% hits | PPC-1 cells + TRAIL, ATPLite viability luminescence | AID 1443;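 active means cell killing above 50% in the first pass at 4 µM, then a duplicate retest at 5 µM averaging 50% or more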;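 further: plate controls were cells with TRAIL plus DMSO for no effect and medium-only wells lacking cells for full effect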
L929 necroptosis = L929 zVAD cell death inhibition. viability rescue, % at 10 µM. 220,000 compounds, 0.38% hits. L929 zVAD necroptosis rescue, ATP luminescence, 24 h; with zVAD 60 µM;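 active means activation, scaled between plate controls, above about 75%, limit read from the data; inactive means activation under that limit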;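 further: 0% = zVAD with DMSO and 100% = DMSO alone without zVAD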
PGE2 EP2 inh = blocks the human prostaglandin E2 receptor EP2. inhibition, % at 25 µM. 260,000 compounds, 0.52% hits. C6 glioma cells expressing human EP2, cAMP TR-FRET; cells stimulated with saturating PGE2;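 active means percent inhibition above 40 after rounding to a whole number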;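 further: rat C6 glioma host cells with rolipram phosphodiesterase inhibitor present; the protocol text gives 20 µM as final concentration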
Target sequence (P43116 whole entry, looked up): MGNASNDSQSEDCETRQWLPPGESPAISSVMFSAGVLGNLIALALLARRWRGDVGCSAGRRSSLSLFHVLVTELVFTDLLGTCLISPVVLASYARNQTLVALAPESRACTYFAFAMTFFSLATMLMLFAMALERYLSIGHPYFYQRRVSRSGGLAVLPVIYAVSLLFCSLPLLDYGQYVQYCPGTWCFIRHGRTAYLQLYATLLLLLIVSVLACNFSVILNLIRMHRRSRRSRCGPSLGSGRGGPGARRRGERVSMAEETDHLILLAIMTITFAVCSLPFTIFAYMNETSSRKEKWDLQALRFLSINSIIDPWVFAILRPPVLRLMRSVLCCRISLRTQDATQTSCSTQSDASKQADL
CHOP inhibitor = inhibitors of CHOP induction in ER stress response; AID 2732; inhibition, % at 10 µM; 220,000 compounds, 3.8% hits; CHO-K1 CHOP-promoter luciferase, tunicamycin-induced, 15-18 h;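 active means compounds that reduced the stress-induced luciferase reporter signal by more than about 70% of percent inhibition, limit read from the data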;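 further: 0% = tunicamycin plus vehicle and 100% = wells without tunicamycin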
FXIIa inh 1536 = blocks human coagulation factor XIIa protease activity; P00748; inhibition, % at 5 µM; 220,000 compounds, 0.3% hits; purified FXIIa, Boc-QGR-AMC fluorogenic substrate, 2 h; in the data active means inhibition above about 40%;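 further: 0% = enzyme with no compound and 100% = blank without enzyme; many of its hits are not listed in these tables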
FXIa inh = inhibitors of human coagulation factor XIa; P03951; purified FXIa, Boc-Glu-Ala-Arg-AMC fluorogenic substrate; inhibition, % at 5 µM; 220,000 compounds, 0.14% hits; AID 798;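 active means inhibition of at least 40%; inactive means inhibition below 40%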;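 further: fluorescence of freed AMC excited at 355 nm; 0% = enzyme without compound and 100% = no enzyme blank; many of its hits are not listed in these tables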
Target sequence (P03951 19-387 limits assumed): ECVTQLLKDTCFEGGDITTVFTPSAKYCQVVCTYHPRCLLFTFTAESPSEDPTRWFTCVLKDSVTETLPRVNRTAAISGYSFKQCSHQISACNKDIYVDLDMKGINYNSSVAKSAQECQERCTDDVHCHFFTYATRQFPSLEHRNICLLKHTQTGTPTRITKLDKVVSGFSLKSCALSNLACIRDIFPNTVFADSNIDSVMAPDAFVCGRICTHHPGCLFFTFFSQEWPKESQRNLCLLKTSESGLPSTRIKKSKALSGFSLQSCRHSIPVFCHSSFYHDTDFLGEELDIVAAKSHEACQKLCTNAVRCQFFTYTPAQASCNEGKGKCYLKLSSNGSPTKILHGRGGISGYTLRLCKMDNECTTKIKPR
Target sequence (P03951 388-625 limits assumed): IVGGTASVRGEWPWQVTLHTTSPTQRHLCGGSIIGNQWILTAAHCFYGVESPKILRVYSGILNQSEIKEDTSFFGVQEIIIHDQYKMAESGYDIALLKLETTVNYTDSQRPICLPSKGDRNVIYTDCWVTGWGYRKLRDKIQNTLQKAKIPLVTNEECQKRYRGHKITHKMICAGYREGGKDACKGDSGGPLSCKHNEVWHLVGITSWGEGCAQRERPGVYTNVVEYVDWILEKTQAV
* marks the source's active call; other numbers are inactive results; · = not tested or not shown; & = joins results of further samples.

smiles	PPC-1+TRAIL kill	Tb hexokinase	TNF necrop inh	CHOP inhibitor	PGE2 EP2 inh	FXIa inh	L929 necroptosis	FXIIa inh 1536	Wee1 degr inh
CSc1nnc(Cn2c(=O)sc3ccccc32)n1-c1ccccc1	12.1	-13.7	-0.9	15.5	8.5	-1.2	-0.2	8.4	3.5
CCN(CC(=O)Nc1ccccc1C(=O)OC)S(=O)(=O)c1ccccc1	0.2	-0.1	-1.2	8.2	13.1	-2.4	-0.1	7.6	-1.1
COc1nc(N=C(N)N)nc2c(C)cccc12	20.1	-11.7	5.7	1.3	·	-6.3	0.0	-2.1	0.5
COc1ccc(CCNC(=O)CC2Nc3cc(C)c(C)cc3NC2=O)cc1OC (stereo not given)	19.8	-4.5	-1.0	-22.1	12.7	0.7	-0.3	-1.6	-2.8
COc1cccc(C2CC(c3ccc(C(C)C)cc3)n3nc(N)nc3N2)c1 (stereo not given)	-9.7	0.0	-0.4	16.4	9.8	-8.2	1.5	-1.6	-3.1
NNC(=O)CNC(c1ccccc1)c1cc(Br)ccc1NC(=O)CCN1CCOCC1 (stereo not given)	13.6	-4.0	-2.3	3.5	19.0	1.7	1.5	16.2	2.3
COc1ccc(-c2c[n+](CC(=O)OC3CC(C)CCC3C(C)C)c3n2CCC3)cc1 (stereo not given)	31.4	-0.2	-3.3	30.9	9.4	-7.7	0.3	4.9	3.9
CCc1ccc2oc(=O)cc(CN3CCCCC3C)c2c1 (stereo not given)	2.1	-5.1	1.3	5.1	1.6	-8.3	-0.3	-7.7	3.1
Cc1ccc(S(=O)(=O)N/N=C\c2ccc(C)o2)cc1	-16.3	-9.3	-1.3	9.1	8.3	5.2	-0.2	-0.5	1.2
COc1ccc(O)c(CN2CCN(C/C=C/c3ccccc3)CC2)c1	-6.5	0.2	2.7	17.0	8.3	5.5	2.1	7.9	0.7
CCn1cc(C(=O)N2CCn3c(nc4ccccc43)C2)c(=O)c2ccc(C)nc21	-9.8	-28.2	-3.8	22.0	11.7	-0.9	1.6	9.4	-1.4
Cc1cc(C)cc(Nc2ccc(C(=O)O)cc2N)c1	15.1	4.4	1.4	-15.1	10.8	5.2	1.0	10.8	1.0
Cc1ccc(CN2C(=O)CCC2C(=O)NCCCN2CCCCC2C)cc1 (stereo not given)	32.4	-4.7	0.2	34.9	16.9	-21.8	4.0	8.2	0.0
O=C(/C=C/Nc1ccc(F)cc1F)c1cccs1	63.0*	-11.0	-0.9	51.8	5.7	7.4	0.3	6.1	0.5
Cc1ccc(S(=O)(=O)NNC(=O)c2cnn(-c3ccccc3)c2-n2cccc2)cc1	-11.1	5.8	-1.2	21.2	14.7	-5.0	0.0	-12.5	-1.6
O=C(O)CCC(NC(=O)C(Cc1ccc2c(c1)OCO2)NC(=O)c1ccccc1)C(=O)O (stereo not given)	22.8	-3.4	0.9	17.5	9.1	-1.7	1.1	11.8	-2.4
CS(=O)(=O)c1ccc(C(=O)OCc2nnc(-c3ccccc3)o2)cc1[N+](=O)[O-]	28.5	7.2	0.2	88.0*	5.1	2.2	-1.8	11.5	1.4
Cc1cc(C)cc(NC(=O)C2CCCN(c3nc(C)cc(C)n3)C2)c1 (stereo not given)	16.7	-0.9	-0.2	70.4*	4.7	-21.0	1.8	-27.7	2.5
Cc1cc(C)cc(NC(=O)CSc2nncn2-c2ccccn2)c1	4.8	-0.3	0.4	-6.3	15.3&5.8	-6.6	0.2	-0.4	0.9
CCOC(=O)C1=C(C)NC2=C(C(=O)CC(C)(C)C2)C1c1ccc(O)c(OCC)c1 (stereo not given)	19.6	-10.0	0.7	-2.0	7.4	-2.3	-0.6	1.2	0.7
COC(=O)c1nn(C23CC4CC(CC(C4)C2)C3)c2c1C(=O)N(c1ccc(Br)cc1)C2=O	-18.4	-14.7	-0.6	20.1	15.0	3.8	-0.5	5.8	-0.9
COc1cc(/C=N\NC(=O)c2ccc(Cl)cc2)ccc1Oc1ccc([N+](=O)[O-])cn1	3.9	-16.0	3.0	2.2	9.2	3.1	2.2	9.2	8.3
O=C(CSc1nnc(-c2ccncc2)n1Cc1ccccc1)NC1CCCc2ccccc21 (stereo not given)	25.1	24.1	0.0	7.8	12.6	7.2	-0.2	13.6	-2.6
Cc1cccc(C(=O)N2CCc3ccccc3C2)c1[N+](=O)[O-]	·	-3.8	-1.2	2.1	2.6	1.0	0.2	10.8	-1.9
O=C(Cn1ncc2c3ccccc3n(Cc3ccccc3)c2c1=O)NCc1ccco1	-14.2	-24.0	0.4	96.4*	9.7	-1.5	-0.8	3.3	-2.1

The last two entries of the section above come first, to join the parts:
smiles	PPC-1+TRAIL kill	Tb hexokinase	TNF necrop inh	CHOP inhibitor	PGE2 EP2 inh	FXIa inh	L929 necroptosis	FXIIa inh 1536	Wee1 degr inh
Cc1cccc(C(=O)N2CCc3ccccc3C2)c1[N+](=O)[O-]	·	-3.8	-1.2	2.1	2.6	1.0	0.2	10.8	-1.9
O=C(Cn1ncc2c3ccccc3n(Cc3ccccc3)c2c1=O)NCc1ccco1	-14.2	-24.0	0.4	96.4*	9.7	-1.5	-0.8	3.3	-2.1
CCn1c(SCC(=O)Nc2nc(C)c(C)s2)nnc1-c1cccs1	26.2	2.9	-0.2	18.2	17.7	1.8	0.3	8.4	-2.0
COc1ccc2[nH]c(CN3CCN(CC(C)C)C(CCO)C3)c(C)c2c1 (stereo not given)	-6.3	6.0	2.0	9.5	2.9	-0.8	0.6	2.2	-2.2
Cc1c(C#N)c2ccccc2n1CC(=O)NC(C)c1ccccc1 (stereo not given)	6.1	-4.0	-0.6	11.6	4.2	1.6	0.0	16.0	0.4
CC1=CC(=O)C=C(C)C1=NOC(=O)/C=C\c1ccccc1	-12.3	-17.7	-5.4	101.0*	3.0	8.6	-0.4	12.3	-1.0
N=C1c2ccccc2CN1NC(=O)c1cccc(S(=O)(=O)N2CCCCC2)c1	9.6	-11.7	0.2	-2.4	5.8	8.0	0.1	9.5	4.3
O=C(O)c1nsc(Cl)c1Cl	6.3	-5.5	-0.3	37.7	11.0	-7.3	-0.8	-6.8	1.8
COc1cccc(NC(=O)CCN2C(=O)c3ccc([N+](=O)[O-])cc3C2=O)c1	0.5	-3.1	-0.2	-13.7	1.4	3.0	-0.4	-1.3	-3.6
O=C1NCCN1C(=O)c1cccc(Cl)c1	0.4	-0.5	-0.3	8.7	·	-0.6	0.7	6.7	11.9*
Cc1cc(C)c(C(=O)c2ccc(C(=O)NC(C)(C)C)cc2)c(C)c1	-16.8	-5.4	2.3	63.5	12.8	7.2	1.1	9.7	0.4
CN(C)c1ccc(N/C(=N\S(=O)(=O)c2cccs2)c2ccccc2)cc1	3.2	-7.1	1.5	16.6	7.1	4.6	2.3	12.4	-0.5
O=C(c1cccs1)N1CCN(c2ccccc2)CC1	2.0	2.7	-1.5	-10.8	7.6	-1.2	1.5	·	-1.5
CCC(CC)NC(=O)Cc1ccc(F)cc1	1.3	-1.6	3.7	0.2	5.9	-2.8	0.5	7.0	4.2
O=C(CN1CCN(c2ccccn2)CC1)Nc1ccc2ccccc2c1	-1.6	0.4	0.2	2.4	10.9	0.6	1.5	14.2	5.0
CCc1nnc(NC(=O)C2(C)COC(c3ccccc3)OC2)s1 (stereo not given)	31.6	-0.2	14.8	11.2	5.7	-4.8	1.3	-4.8	4.7
COc1ccc(N(C(=O)CCl)C(C(=O)NC2CCCCC2)c2cccnc2)cc1 (stereo not given)	22.5	8.3	-13.1	-1.1	6.8	-2.1	4.2	10.4	3.2
NC(=O)COC(=O)c1cccnc1Nc1ccccc1F	29.7	-7.7	0.9	10.7	6.1	-2.6	3.0	-1.0	-1.8
C=CCn1c(C)cc(C2=NNC(=Nc3ccc(C)cc3)SC2)c1C	-5.1	-0.5	1.1	7.3	5.3	-3.3	38.2	4.1	-0.8
CCCCC(=O)Nc1ccccc1C#N	-10.4	1.1	1.2	-21.6	3.6	7.0	·	7.7	-2.5
COC(=O)CCSc1cc([N+](=O)[O-])cc2c1c(C1OCCS1)nn2-c1ccccc1 (stereo not given)	6.7	-2.6	-2.9	5.2	2.9	2.4	-0.3	18.4	3.4
CNC(=O)N(C1=NCC(C)S1)c1ccc(F)cc1F (stereo not given)	-10.7	1.8	-4.2	40.9	4.8	-3.7	0.3	2.1	-1.0
Nc1cccc2c1C(=O)N(C(=O)/C=C/c1ccc(F)cc1)C2=O	10.0	-6.3	-3.4	102.9*	9.8	-2.0	1.6	10.1	4.2
O=C(CCN1C(=O)/C(=C/c2ccc(F)cc2)SC1=S)NNC(=O)c1cccnc1	-5.2	-11.0	1.6	40.4	7.3	-4.5	-0.5	-0.2	1.4
CC1=C(C(=O)OC(C)C)C(c2cn(-c3ccccc3)nc2-c2cccs2)NC(=O)N1 (stereo not given)	10.4	-3.5	-1.0	11.7	10.7	11.5	·	15.4	2.3
CCn1c(COc2cccc3ccccc23)nnc1SCC(=O)OC1CCCCC1	29.9	7.8	0.7	53.9	27.3	-1.0	1.4	4.9	-4.0
COc1ccc(C(=O)Cn2c3ccccc3n3nc(CCC(=O)O)c(=O)nc23)cc1OC	9.0	-26.7	-1.6	-4.4	3.2	-12.1	0.3	7.8	-3.2

Record cards, from the list above. Order of values: PPC-1+TRAIL kill	Tb hexokinase	TNF necrop inh	CHOP inhibitor	PGE2 EP2 inh	FXIa inh	L929 necroptosis	FXIIa inh 1536	Wee1 degr inh
CCN(CC(=O)Nc1ccccc1C(=O)OC)S(=O)(=O)c1ccccc1 in the list: 0.2	-0.1	-1.2	8.2	13.1	-2.4	-0.1	7.6	-1.1
CCOC(=O)C1=C(C)NC2=C(C(=O)CC(C)(C)C2)C1c1ccc(O)c(OCC)c1 (stereo not given) in the list: 19.6	-10.0	0.7	-2.0	7.4	-2.3	-0.6	1.2	0.7

The results go on:
smiles	PPC-1+TRAIL kill	Tb hexokinase	TNF necrop inh	CHOP inhibitor	PGE2 EP2 inh	FXIa inh	L929 necroptosis	FXIIa inh 1536	Wee1 degr inh
Cc1c(Cl)cccc1N1C(=O)c2ccccc2C1=O	9.8	2.2	-3.1	23.1	·	-2.1	0.0	7.8	-1.1
CCOC(=O)N1CCN(C(=O)CN(Cc2ccccc2)S(=O)(=O)c2ccc(OC)c(Cl)c2)CC1	12.0	25.0	0.0	43.3	11.2	16.1	3.8	22.7	-0.6
Cc1ccc(NC(=O)/C(=C/c2cccs2)NC(=O)c2ccco2)c(C)c1	0.1	-25.8	1.6	-2.6	0.5	3.7	0.4	2.8	1.6
O=C1CCC(C(=O)Nc2ccccc2N2CCOCC2)=NN1	-7.8	-13.8	3.6	-13.8	8.2	-0.8	0.2	1.6	-1.6
CC(C)c1ccc(/C=C/C(=O)Nc2ccc(CN3CCOCC3)cc2)cc1	15.5	-19.1	-18.6	5.7	24.9	-9.0	4.7	0.0	-2.2
COc1ccccc1N(C(C)=O)C1SC(=O)N(c2ccccc2)C1=O (stereo not given)	27.2	0.4	1.2	-16.3	6.9	0.4	1.1	11.8	-1.1
CCOC(=O)c1c(C)nc2c(c1-c1ccccc1)C(=O)CCC2	6.9	-6.0	-4.5	4.5	18.0	-8.0	-0.7	1.3	0.8
CCOc1ccc(NC(=O)Cn2sc3nc(C)cc(C)c3c2=O)cc1	-6.4	8.9	-10.0	25.3	122.0*	-2.1	-1.1	10.4	-1.6
Cc1nc([N+](=O)[O-])c(C(=O)OCc2ccccc2C#N)n1C	-2.5	-10.8	0.3	-5.5	9.8	-5.3	3.4	6.4	1.1
CCC(=O)OC1=C2C(=Nc3c(c(=O)n(C)c(=O)n3C)C2c2ccccc2)c2ccccc21 (stereo not given)	·	2.9	-0.1	·	·	·	-0.1	·	-2.0

These rows are one share of the data (hit frequency here may not be typical).
